Assay outcomes: PubChem, National Center for Advancing Translational Sciences (NCATS)
GALK inhibitor – blocks human galactokinase activity | P51570 | Purified GALK, Kinase-Glo residual ATP luminescence | Potency, µM (series often up to 57.5 µM), without a hit: top-dose activity change, negative = inhibition, usual class: inhibitors | 270,000 tested, 0.007% active; note: potency is the fitted concentration of half-maximal effect; % is set by controls: 0 for no effect and ±100 for the full control effect
Target sequence (P51570 whole entry, looked up): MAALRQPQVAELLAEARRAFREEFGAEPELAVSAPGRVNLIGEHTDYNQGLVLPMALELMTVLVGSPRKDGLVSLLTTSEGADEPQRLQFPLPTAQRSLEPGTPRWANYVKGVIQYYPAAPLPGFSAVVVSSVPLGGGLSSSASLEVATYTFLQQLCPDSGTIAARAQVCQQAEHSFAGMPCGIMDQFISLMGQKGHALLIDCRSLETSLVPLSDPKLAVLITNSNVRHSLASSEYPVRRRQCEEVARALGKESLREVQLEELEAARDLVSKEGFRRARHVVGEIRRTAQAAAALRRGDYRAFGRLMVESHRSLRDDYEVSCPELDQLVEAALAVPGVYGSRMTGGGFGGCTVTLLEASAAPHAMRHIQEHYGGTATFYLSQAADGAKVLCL
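Human GALK (5 nM) with 35 uM ATP and 100 uM galactose in 20 mM HEPES pH 8.0, 5 mM MgCl2, 60 mM NaCl, 1 mM DTT, 0.01% BSA. After 1 h at room temperature, leftover ATP was read by Kinase-Glo Plus luminescence.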
Giardia killer – Giardia lamblia killing; AID 540267; Giardia lamblia trophozoite viability; activity change, % at 7.66 µM, hits read low; 340,000 tested, 0.15% active; in the data active = activity change below about -80%; inconclusive = between about -30% and that limit;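 note: parasites exposed to compound for two days anaerobically before the ATP read; % is set by controls: 0 for no effect and ±100 for the full control effect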
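Anaerobic 48 hrs incubation at 37 deg C of 100 trophozoites/well with test compounds; ATPLite 1-Step luminescence, 15-30 min RT, reports cellular ATP as viability.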
USP2a block – inhibitors of human ubiquitin-specific protease USP2a; O75604; USP2 core, Ub-CHOP2 coupled fluorogenic reporter, 485/531; Potency, µM (top dose mostly 38.3 µM), without a hit: top-dose activity change, negative = inhibition, hits mostly inhibitors; 330,000 tested, 0.01% active;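 note: potency is the fitted concentration of half-maximal effect; plate controls were DMSO wells for no effect and full inhibition by NEM control for full effect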
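USP2 core (10nM final) preincubated 30min RT with compound in 20mM Tris-HCl pH 8.0, 2mM CaCl2, 2mM beta-mercaptoethanol, 0.05% CHAPS; 25nM Ub-CHOP2 plus 25nM reporter substrate added, fluorescence (Ex485/Em531) read after 60min.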
B2AR arrestin – recruits beta-arrestin to the human beta2-adrenergic receptor; 330,000 tested, 0.02% active; P07550; Potency, µM (doses to about 46.1 µM), inactives show top-dose activation, usual class: activators; beta-arrestin recruitment to beta2AR, cell-based reporter;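 note: potency is the fitted concentration of half-maximal effect; 0% = DMSO controls and full agonism = EC100 isoproterenol or metaproterenol; nearly all actives have a fitted effect of over 65% in size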
Target sequence (P07550 whole entry, looked up): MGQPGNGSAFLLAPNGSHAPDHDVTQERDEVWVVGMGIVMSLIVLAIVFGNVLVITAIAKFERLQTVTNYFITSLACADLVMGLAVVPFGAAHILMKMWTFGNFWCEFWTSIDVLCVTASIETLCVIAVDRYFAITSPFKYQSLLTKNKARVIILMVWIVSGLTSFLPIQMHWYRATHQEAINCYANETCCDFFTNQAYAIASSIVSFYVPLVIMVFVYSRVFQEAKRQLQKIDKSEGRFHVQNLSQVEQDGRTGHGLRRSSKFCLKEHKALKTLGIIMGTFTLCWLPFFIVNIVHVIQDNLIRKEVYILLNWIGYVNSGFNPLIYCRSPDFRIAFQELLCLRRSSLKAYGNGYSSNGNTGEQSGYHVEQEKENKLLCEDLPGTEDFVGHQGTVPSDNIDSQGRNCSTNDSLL
Coupling enz – coupling enzyme interference in Giardia aldolase counter-screen; 290,000 tested, 0.67% active; activity change, negative = inhibition, % at 58.2 µM, hits read low; coupling enzyme system counterscreen, AmpLite Red fluorescence; in the data active = activity change below about -30%; note: % is set by controls: 0 for no effect and ±100 for the full control effect
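Compounds tested against the coupling enzymes alone at 57.5 uM final; readout was AmpLite Red fluorescence (525/598 nm) after 20 min at RT.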
KCNH2 3.1 inh – KCNH2 3.1 (human) potassium channel inhibition; U2OS KCNH2 3.1, thallium flux FluxOr; active compounds read low; activity change, % (tested at about 1.8 µM); 340,000 tested, 0.95% active; AID 720553;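 active = maximum activity change below -70%; inconclusive = maximum activity change from -70% to -50%; inactive = maximum activity change above -50%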;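 note: thallium influx rate constant from kinetic fluorescence after stimulation buffer; % is set by controls: 0 for no effect and ±100 for the full control effect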
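Virally transduced U2OS (3.1 isoform, 4 h infection in dark at RT) → overnight 37 C → FluxOr + Red40 in HBSS/HEPES, 45 min → stimulation buffer, 2 min kinetic read → rate constant vs DMSO controls.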
Menin MLL FP TR – menin-MLL binding inhibition, Texas Red mutant peptide | Potency, µM (top dose mostly 61.6 µM), for the others: at the top dose FP activity change, negative = inhibition, most hits filed as inhibitors | O00255 | Menin + Texas Red MLL mutant peptide, fluorescence polarization | AID 1768 | 270,000 tested, 0.23% active; active = well fitted inhibition curve with a large enough effect in the polarisation, with a control signal flat, not every such curve was filed as active; inconclusive = small, poorly fitted or top-dose-only effect, or effect the other way, or a change in a side signal; inactive = no such curve, though single readings can be large or run the other way; the % refers to the polarisation; note: potency is the fitted concentration of half-maximal effect; % of control where 0% means no effect; many of its hits are not listed in these tables
KCNH2 WT inh – KCNH2 (human, wildtype) channel inhibition; 340,000 tested, 0.37% active; Q12809; U2OS, BacMam KCNH2, thallium flux FluxOr; active compounds read low; activity change, % at 1.84 µM;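 active = maximum activity change below -70%; inconclusive = maximum activity change between -70% and -50%; inactive = maximum activity change above -50%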; note: % is set by controls: 0 for no effect and ±100 for the full control effect
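U2OS cells were transduced with wild-type KCNH2 virus (2.03 x 10^8 / mL) for 4 h at room temperature, then cultured overnight at 37 C. Thallium flux was read with FluxOr dye. Rate constants were normalized to DMSO controls.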
PKM2 activator – PKM2 (human) enzyme activation; P14618; purified PKM2, Kinase-Glo ATP luminescence, activation; response scale: 0% is enzyme alone, no compound; Potency, µM (highest dose often 57.5 µM), for inactives: top-dose activation, most hits filed as activators; 260,000 tested, 0.34% active; AID 1631; note: potency is the fitted concentration of half-maximal effect; % is set by controls: 0 for no effect and ±100 for the full control effect; nearly all actives have a fitted effect of over 55% in size
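ATP formation by purified human PK-M2, quantified via coupled luciferase luminescence after 1 h at room temperature with 0.1 mM ADP and 0.5 mM PEP final.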
TRPV1 agonist – human TRPV1 agonism | TRPV1-expressing cells, Fluo-8 calcium influx, agonist mode | Q8NER1 | 320,000 tested, 0.19% active | activation, % at 8.33 µM | AID 540275; in the data active = activation above about 80%; inconclusive = between about 30% and that limit; note: 0% is about no effect
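Fluo-8 calcium influx in TRPV1-expressing cells, kinetic read (ex 480/em 520 nm). Compound added and read 3 min for agonist activity, followed by capsaicin at EC20 final and 2 min further read for enhancement.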
CXXC DNA block – inhibitors of human MLL CXXC domain-DNA interaction; Potency, µM (doses to about 115 µM), for inactives: top-dose activity change, negative = inhibition, usual class: inhibitors; 290,000 tested, 0.037% active; MLL-CXXC / FITC-HOXA9 DNA fluorescence polarization; Q03164; active = well fitted inhibition curve with a large enough effect in the polarisation, with a control signal flat, not every such curve was filed as active; inconclusive = small, poorly fitted or top-dose-only effect, or effect the other way, or a change in a side signal; inactive = no such curve, though single readings can be large or run the other way; the % refers to the polarisation; note: potency is the fitted concentration of half-maximal effect
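Steps: dispense CXXC domain solution (7 uM) → pin compounds or unlabeled HOX-A9 DNA control → 5 min ambient → add FLSN-HOX-A9 solution (50 nM) → spin → 30 min ambient → fluorescence polarization. Tris pH 7.5/NaCl/DTT/BSA buffer.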
The depositor's hits bear a star; ? = inconclusive; . = not tested or not shown; [ ] = another dose, or the depositor's remark. Unless noted, calls come from the whole dose curve; as a rule, active = well fitted curve in the direction sought with a large enough effect; inconclusive = small, poorly fitted or top-dose-only effect, or another doubt; inactive = no such curve, though single readings can be large; an effect the other way counts as inactive or inconclusive. These rows are one share of the data; count on the stated rates, not on these rows.

SMILES	GALK inhibitor	Giardia killer	USP2a block	B2AR arrestin	Coupling enz	KCNH2 3.1 inh	Menin MLL FP TR	KCNH2 WT inh	PKM2 activator	TRPV1 agonist	CXXC DNA block
CC(C)=CCC/C(C)=C/CNC(=O)CC1C[C@H](C(=O)N(C(C)C)C(C)C)[C@@]2(C)c3[nH]c4ccccc4c3CCN2C1=O (stereo not given in full)	.	3.2	4.0%	-0.3%	.	2.2	.	3.0	.	.	.
CCOc1ccc(CNC(=O)CCC(=O)N2Cc3ccccc3Oc3ncccc32)cc1	-2.2%	8.6	2.0%	0.5%	.	-6.6	.	10.7	.	-1.1	6.0%
Cc1ccc(C(=O)CNc2ccc(C)c(Cl)c2)cc1	0.7%	6.8	0.7%	5.0%	-0.1	8.2	-8.0%	-0.3	-8.0%	10.6	-6.7%
O=C(NC1C2CC3CC(C2)CC1C3)c1ccc(N2CCNCC2)c([N+](=O)[O-])c1 (stereo not given)	-2.5%	-12.0	-0.2%	-0.6%	0.8	-7.8	.	-1.2	-3.3%	.	1.0%
O=C(COC(=O)CN1C(=O)COc2ccccc21)NCc1ccc(F)cc1	.	5.0	2.3%	0.4%	.	23.8	.	18.8	.	29.9	.
Cc1ccc(C(=O)Nc2ccccc2C(=O)O)cc1S(=O)(=O)NCc1ccccc1	-8.9%	0.0	-1.3%	0.7%	10.4	-30.5	?	-5.3	-6.3%	-1.8	-6.1%
Cc1cc(N)n(-c2ccc(S(=O)(=O)c3ccc(C(C)C)cc3)cc2)n1	1.1%	-24.1	-1.5%	-0.1%	4.4	1.2	12.2%	3.0	?	7.2	9.0%
Cc1cc(-c2nc(C)c(-c3nnc(SCC(=O)Nc4ccccc4)n3C)s2)no1	-1.1%	-7.5	1.2%	-0.4%	-0.5	4.9	.	-0.9	-0.9%	.	-4.4%
O=C1N=C(N2CCN(Cc3ccccc3)CC2)S/C1=C/c1cccs1	1.1%	6.4	-0.1%	-0.1%	0.8	-5.3	.	6.6	-26.3%	-13.8	1.3%
COC(=O)c1cc(CSC(=N)N)ccc1OCCC(C)C	-0.1%	6.4	-0.1%	0.2%	-2.0	-23.1	.	7.8	0.2%	-0.4	-0.5%
COc1ccccc1/C=C/C(=O)N1CCN(S(=O)(=O)c2cc(C)ccc2C)CC1	.	-8.7	0.5%	-0.1%	.	13.0	.	12.8	.	0.1	.
COc1cc(NC(=O)CN(C)Cc2ccc(OC(F)F)cc2)c(C)cc1[N+](=O)[O-]	0.3%	12.0	2.8%	0.1%	0.8	-35.5	-3.6%	33.5	-0.7%	5.9	5.8%
O=C(C(=O)N1CCc2ccccc2C1)c1cn(CC(=O)N2CCCCC2)c2ccccc12	-2.9%	5.1	0.0%	-0.2%	0.0	-11.8	-10.0%	5.5	-2.0%	2.1	4.4%
CC(=O)N1CCN(S(=O)(=O)c2ccc(S(=O)(=O)NCC(C)C)cc2)CC1	-1.1%	-3.5	-0.2%	-0.1%	0.0	8.1	1.5%	1.2	-9.1%	1.2	7.6%
CCOc1ccc(S(=O)(=O)NCCCn2ccnc2)cc1NC(C)=O	-2.2%	5.0	1.3%	?	1.4	-3.1	0.4%	1.6	3.9%	-4.0	-6.7%
COc1ccc(N(C)C(=O)Nc2ccc3c(c2)nnn3C)cc1	2.7%	-11.0	1.9%	0.0%	-2.0	-4.1	2.1%	-10.8	-1.9%	0.0	1.0%
Cc1ccc(-c2nc(C#N)c(NCC3CCCO3)o2)cc1 (stereo not given)	4.6%	-13.5	-0.6%	-0.1%	-0.3	-3.5	1.0%	0.9	-2.6%	17.6	-7.9%
CCN(CC)C(=O)OCc1c(-c2cccc(OC)c2)ncc2ccccc12	.	-27.6	-2.6%	0.1%	.	-12.8	.	-3.5	.	?	.
Cc1nc(=O)c(-c2ccccc2)c(C)n1-c1cccc(C(=O)O)c1	0.4%	-2.9	4.3%	0.3%	3.1	1.4	14.5%	-1.7	0.3%	2.2	0.9%
O=C(COC(=O)c1ccc(S(=O)(=O)NCc2ccco2)cc1)Nc1ccccc1	.	-14.2	1.9%	-2.4%	.	14.1	.	4.0	.	1.3	.
CN1CCN(c2ccc(S(=O)(=O)Nc3ccccc3)cc2[N+](=O)[O-])CC1	-0.2%	-7.4	2.3%	-0.6%	0.8	3.9	-0.3%	-2.0	?	-2.4	8.6%
C[N+]1(C)CC2=Cc3ccccc3CC2C1 (stereo not given)	1.5%	-11.4	0.0%	-0.1%	-1.0	17.5	7.3%	13.4	0.2%	0.3	12.8%
CCC(CC)c1nnc(NC(=O)c2ccc3ccccc3n2)s1	-0.5%	11.8	1.2%	3.5%	2.4	-10.0	11.1%	-11.0	-1.1%	9.7	-22.0%
CCN(CC)C(=O)C(C)N(C#N)c1nc(SC)nc(N(C)C)n1 (stereo not given)	-1.3%	-3.7	1.7%	0.2%	5.3	4.2	-6.8%	-6.7	5.4%	2.2	-3.4%
Cn1c(=O)[nH]c(Nc2ccc(F)cc2)c([N+](=O)[O-])c1=O	1.0%	-17.9	0.7%	-0.5%	6.8	12.9	2.2%	1.1	-4.7%	1.0	-4.1%
CCOC(=O)CN1C(=O)/C(=C/c2ccccc2Br)Oc2ccccc21	.	-25.4	-0.9%	-0.1%	0.7	4.0	?	-15.0	.	18.6	-13.0%
COc1cc(C(=O)OCC(=O)NC(C)CCc2ccccc2)cc(OC)c1OC (stereo not given)	.	4.1	0.7%	-0.2%	0.6	4.6	-6.2%	-9.2	.	6.5	49.9%[activator]
COc1cccc(OC)c1OCCCOc1ccc([N+](=O)[O-])cc1Cl	2.1%	-12.2	4.6%	-0.9%	0.5	7.5	-5.2%	9.2	8.5%	1.8	3.5%
COc1cc(S(=O)(=O)Nc2cccc3cn[nH]c23)c(OC)cc1Cl	1.9%	-7.6	1.1%	0.1%	.	-9.8	.	-12.8	.	-2.6	6.5%
COc1cc2nc(C3CCC3)n(N)c(=O)c2cc1OC	-0.2%	-8.8	-0.7%	-1.7%	2.4	10.0	-23.8%	0.1	2.5%	2.4	-6.2%
CCOc1nc2cnccc2n(CC(=O)Nc2c(F)c(F)cc(F)c2F)c1=O	-2.4%	18.3	4.2%	-0.4%	.	10.4	.	2.3	.	4.5	6.2%
CC(=O)N[C@H]1[C@H](OC2CCCCC2)O[C@H](COC(C)=O)[C@@H](OC(C)=O)[C@@H]1OC(C)=O	7.9%	?	-2.4%	-0.5%	2.1	2.5	9.3%	-16.6	.	-4.8	?
CC1CCCN(C(=O)COC(=O)c2cc(-c3cccs3)nn2-c2ccccc2)C1 (stereo not given)	.	-0.3	1.1%	-0.5%	.	-3.2	.	4.1	.	-3.5	.
COc1ccccc1OCCCn1c(=O)oc2ccc(C)cc21	1.3%	-12.3	-1.6%	-0.4%	0.9	12.5	-13.6%	-4.3	1.2%	12.5	3.6%
O=C(CCNC(=O)c1ccccc1)OCC(=O)c1ccccc1	5.1%	10.7	-1.0%	0.0%	1.4	2.2	-21.0%	-5.2	4.5%	9.4	-2.6%
COc1cc(NC(=O)CSc2nnc3c(C)cc4cc(C)cc(C)c4n23)c(C(=O)O)cc1OC	3.0%	-10.9	-0.2%	-0.4%	2.2	0.6	23.8%	-2.5	-4.7%	-3.9	-7.0%
CCNC(=O)C(=O)Nc1ccc(OC)c(Cl)c1	-7.8%	-9.6	1.8%	0.0%	4.7	-2.1	-9.0%	2.6	-4.8%	0.8	5.6%
Cc1ccc(S(=O)(=O)N2[C@@H](c3ccc(Cl)cc3)C(C(=O)O)=CC[C@H]2c2ccc(C(C)C)cc2)cc1	.	6.8	?	0.2%	.	20.1	.	-8.3	.	-5.1	.
Cc1cccc(C(=O)NNC(=O)c2ccccc2-n2cccc2)c1	13.9%	27.5	-0.1%	-0.2%	2.7	7.0	-0.1%	-0.8	-4.4%	-0.6	16.0%
CN(CC(=O)Nc1c(Cl)cccc1Cl)C(=O)CCC(=O)c1ccccc1	.	9.3	0.7%	0.6%	.	-3.9	.	11.2	.	3.4	.
Cn1c(SCC(=O)Nc2ccc(F)cc2)nc2c([nH]c3ccccc32)c1=O	7.3%	-1.5	-0.1%	-0.3%	3.8	-12.4	31.3%[activator]	-3.0	-0.7%	-1.8	-6.5%
